Screening data deposited in PubChem BioAssay by National Center for Advancing Translational Sciences (NCATS).
aSyn yeast rescue – qHTS of alpha-syn Inhibitors: NCGC Sytravon Library Screen. S. cerevisiae alpha-synuclein toxicity rescue, BacTiter-Glo growth, 24 h. Potency, µM (series often up to 46.1 µM), inactives show at the top dose growth rescue (activation), actives largely listed as activators. 94,000 compounds, 0.02% hits. AID 1347070, 2019; active = well fitted activation curve with a large enough effect; also: 0% is about no effect
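Growth restoration measured by BacTiter-Glo luminescence after 24 hr at 30 deg C; alpha-synuclein yeast, raffinose-pregrown to mid-log, were added at OD600=0.02 in galactose medium onto pinned compounds.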
* marks the source's active call; other numbers are inactive results; [ ] = another dose, or the depositor's remark. Potency is read from the fitted curve at half-maximal effect.

| SMILES | aSyn yeast rescue |
| --- | --- |
| CC1CCc2nn(CC(=O)N3CCc4ccccc43)cc2C1 (stereo unspecified) | 3% |
| CCOc1ccc(NC(=O)CCS(=O)(=O)c2ccc(Br)s2)cc1 | 4% |
| Cc1oc2ncnc(N3CCCCC3)c2c1C(=O)N1CCN(c2cccc(Cl)c2)CC1 | 6% |
| COc1ccccc1NC(=S)NC(=O)c1ccc(Cn2cc(Br)cn2)cc1 | -8% |
| CCC1(c2ccc(F)cc2)NC(=O)NC1=O (stereo unspecified) | 1% |
| COCCn1nnnc1C(c1cccs1)N1CCN2CCCC2C1 (stereo unspecified) | -10% |
| Cc1cc(OC(C)C(=O)N(Cc2ccco2)C2CCS(=O)(=O)C2)ccc1Cl (stereo unspecified) | 8% |
| Cc1ccc(NC(=O)CSc2nnc(-c3cc4occc4n3C)n2-c2ccccc2C)c(Cl)c1 | -10% |
| Cc1nc(N2CCCC2)ncc1C(=O)Nc1ccc(F)cc1F | -5% |
| CCOc1ccc(N(CC)C(=O)C2CCN(S(=O)(=O)c3cccc4nonc34)CC2)cc1 | -7% |
| Cc1ccccc1C(=O)N1CCC(c2nc(-c3ccc(S(=O)(=O)N4CCCC4)cc3)no2)CC1 | -2% |
| CCOc1ncccc1C(=O)Nc1c(C)n(C)n(-c2ccccc2)c1=O | 4% |
| Cc1nc(N2CCOCC2)c2c(C(=O)N3CCN(c4cccc(C(F)(F)F)c4)CC3)c(C)oc2n1 | 12% |
| O=C(O)c1ccc(S(=O)(=O)NCC2CCCCC2)cc1 | -4% |
| Cn1nc(C(F)(F)F)c(C(=O)Nc2ccc(F)cc2)c1Cl | -13% |
| CCCNC(=O)Nc1cc(C(=O)NCc2cccc(OCC)c2)ccc1N1CCCC1 | -8% |
| COc1ccc(CC(=O)N2CCCC2)c(OC)c1 | 3% |
| CCc1nc2nc(C)c(NS(=O)(=O)c3ccc(C)cc3)c(=O)n2[nH]1 | 6% |
| NS(=O)(=O)c1ccc(N=Nc2c(O)c(C(=O)O)cc3ccccc23)cc1 | -9% |
| COc1cc(NC(=O)Nc2c[nH]c(=O)[nH]c2=O)cc(OC)c1OC | 5% |
| O=C(NC1CC1)C1CCN(C(=O)c2ccccc2Cl)CC1 | 8% |
| CN1c2cc(Cl)ccc2-c2nc(SCC(=O)Nc3ccc(F)cc3F)ncc2S1(=O)=O | -9% |
| CCc1ccc(NC(=O)c2ccc(F)c(S(=O)(=O)NCCc3ccc(OC)c(OC)c3)c2)cc1 | 4% |
| COc1cccc(C(c2sc3nc(-c4ccco4)nn3c2O)N2CCOCC2)c1 (stereo unspecified) | 7% |
| O=C(NC(=S)N1CCCCC1CO)c1cc(Br)ccc1Cl (stereo unspecified) | -51%[inhibitor] |
| Cn1nc(C(=O)NCc2cccc(Cl)c2)c2c1-c1ccccc1S(=O)(=O)C2 | -4% |
| Cc1ccc(NC(=O)Cn2nnc3sc4c(c3c2=O)CCC(C)C4)cc1 (stereo unspecified) | 5% |
| CCc1ccccc1N1C(=O)N(Cc2cc(=O)n3ccccc3n2)c2ccccc2S1(=O)=O | 12% |
| Cc1ccc(Cl)cc1-n1ncc2c(Nc3ccc4c(c3)OCCO4)ncnc21 | -9% |
| Cc1ccccc1NC(=O)Cn1c(=O)n(CCCC(=O)NCc2ccc3c(c2)OCO3)c(=O)c2ccccc21 | 0% |
| Cc1cccc(OCC(=O)Nc2nonc2-c2ccc(Br)cc2)c1C | -12% |
| Cc1ccc(NC(=O)c2c(C)oc3ccc(O)c(CN4CCOCC4)c23)c(C)c1 | 10% |

Molecules from the list above that contain a thiophene ring, fused or not (3):
| SMILES | aSyn yeast rescue |
| --- | --- |
| CCOc1ccc(NC(=O)CCS(=O)(=O)c2ccc(Br)s2)cc1 | 4% |
| COCCn1nnnc1C(c1cccs1)N1CCN2CCCC2C1 (stereo unspecified) | -10% |
| Cc1ccc(NC(=O)Cn2nnc3sc4c(c3c2=O)CCC(C)C4)cc1 (stereo unspecified) | 5% |

New compounds follow
| SMILES | aSyn yeast rescue |
| --- | --- |
| CCCCCC(=O)N1C[C@@H](n2cc(C3CC3)nn2)[C@H](O)C[C@@H]1c1ccc(C)cc1 | 3% |
| Cc1cccc(NC(=O)CSc2nc(C)c(Cc3ccccc3)c(=O)[nH]2)c1 | 5% |
| CCc1ccccc1NC(=O)c1nnn(-c2ccc(F)cc2)c1C | -14% |
| COc1ccc(Nc2oc(-c3ccc(COc4cccc(C)c4)o3)nc2C#N)cc1 | -4% |
| CCOc1cc(C2c3c(oc4ccccc4c3=O)C(=O)N2Cc2ccc(OC)cc2)ccc1O (stereo unspecified) | -18% |
| CC1=C(c2ccc(F)cc2)S(=O)(=O)N=C1N1CCC(C(=O)NCCc2ccccc2C)CC1 | -9% |
| COC(=O)c1nnn(CC(=O)NC(=O)Nc2ccccc2)c1C(=O)OC | -10% |
| C[C@H](CO)N1C[C@H](C)[C@H](CN(C)Cc2ccncc2)Oc2ncc(C#CC3CC3)cc2C1=O | -6% |

Single values from the list:
For aSyn yeast rescue, `COC(=O)c1nnn(CC(=O)NC(=O)Nc2ccccc2)c1C(=O)OC` is entered as -10%
For aSyn yeast rescue, `CCc1ccccc1NC(=O)c1nnn(-c2ccc(F)cc2)c1C` is entered as -14%
For aSyn yeast rescue, `Cc1cccc(NC(=O)CSc2nc(C)c(Cc3ccccc3)c(=O)[nH]2)c1` is entered as 5%
For aSyn yeast rescue, `CC1=C(c2ccc(F)cc2)S(=O)(=O)N=C1N1CCC(C(=O)NCCc2ccccc2C)CC1` is entered as -9%

Further results
| SMILES | aSyn yeast rescue |
| --- | --- |
| CCOCCc1nnc(NC(=O)CS(=O)(=O)Cc2ccccc2)s1 | 10% |
| CCc1ccc(S(=O)(=O)c2cn(CC(=O)Nc3cccc(C)c3)c3ccc(Cl)cc3c2=O)cc1 | -4% |
| CCN1CCN(Cc2ccc(NC(=O)c3ccc(C)c(NC(=O)c4cccc5[nH]ccc45)c3)cc2C(F)(F)F)CC1 | -4% |
| Cc1ccc(NC(=O)CN(c2ccc(Cl)cc2)S(=O)(=O)c2cc([N+](=O)[O-])ccc2Cl)c(C)c1 | 14% |
| N#Cc1sc(NCc2cccc(Cl)c2)nc1Cl | -4% |
| COc1ccc(CNC(=O)Cn2nc(C(F)(F)F)c(Br)c2C)cc1 | -8% |
| Cc1cccc(C)c1NC(=O)CN(C)C(=O)c1cccc(S(=O)(=O)N2CCN(c3ccc(F)cc3)CC2)c1 | -6% |
| O=C(c1ccco1)N1CCN(C(=O)c2ccccc2NS(=O)(=O)c2ccc(F)cc2)CC1 | -1% |
| Cc1noc(NS(=O)(=O)c2ccc(NC(=O)CCn3c(=O)oc4ccccc43)cc2)c1C | -3% |
| Cc1cc(C)cc(-n2nnc(-c3nc(-c4ccc5c(c4)OCO5)no3)c2C)c1 | 0% |
| COc1ccc(CCC(=O)NC2CC(=O)N(c3ccc(F)cc3)C2)cc1 (stereo unspecified) | -4% |
| C=C(C)C(=O)Nc1cccnc1Oc1ccc(F)cc1F | 3% |
| O=C(CCc1nnc(-c2ccc3c(c2)OCO3)o1)NC(c1ccccn1)C(F)(F)F (stereo unspecified) | -8% |
| Cc1ccc(S(=O)(=O)N2CCCCC2)cc1NC(=O)COC(=O)c1c(F)cccc1F | -4% |
| CCCCCCCCCC1(CC(=O)OCC)SCCN1C(N)=O (stereo unspecified) | 8% |
| COc1ccc(-n2ccnc2SCC(=O)Nc2nnc(C)s2)cc1 | -2% |

The closing three entries of the section before come first, to join the parts.
| SMILES | aSyn yeast rescue |
| --- | --- |
| Cc1ccc(S(=O)(=O)N2CCCCC2)cc1NC(=O)COC(=O)c1c(F)cccc1F | -4% |
| CCCCCCCCCC1(CC(=O)OCC)SCCN1C(N)=O (stereo unspecified) | 8% |
| COc1ccc(-n2ccnc2SCC(=O)Nc2nnc(C)s2)cc1 | -2% |
| CC1CCCC(C)N1C(=O)COC(=O)Cc1c[nH]c2ccccc12 (stereo unspecified) | 7% |
| CN1N=C2c3ccccc3CCCC2C1c1ccc(F)cc1 (stereo unspecified) | 1% |
| CCCCC(=O)Nc1cccc(-c2nc3ncccc3o2)c1C | -4% |
| O=C(CN1C(=O)NC2(CCCc3ccccc32)C1=O)N1CCCCC1 (stereo unspecified) | 6% |
| Cc1cccc(C)c1NC(=O)CN(C)CC(=O)Nc1sc2c(c1C(N)=O)CCC2 | -6% |
| COc1ccccc1N1CCN(CC(=O)c2c(N)n(C)c(=O)n(C)c2=O)CC1 | -2% |
| Cc1ccc(S(=O)(=O)N2CCN(C(=O)COC(=O)CNC(=O)c3ccccc3)CC2)c(C)c1 | -40%[inhibitor] |
| O=C(Cn1ncc2c3ccccc3n(Cc3ccc(Cl)cc3)c2c1=O)NCCCc1ccccc1 | 4% |
| CCc1ccc(NC(=O)C(=O)NCCOc2ccccc2Cl)cc1 | -8% |
| COc1ccccc1CNC(=O)c1cc2cc3ccc(Cl)cc3nc2o1 | -4% |
| CCCOc1ccc(C(=O)Nc2cc(-c3nc4cc(C)cc(C)c4o3)ccc2C)cc1 | 5% |
| COc1ccccc1N1CCN(c2ncnc3onc(C)c23)CC1 | 7% |
| O=C(CSc1nccn1Cc1ccco1)Nc1ccc(F)cc1 | 3% |
| O=C(c1ccc(C(F)(F)F)cc1)C1CCCN(C(=O)c2csnn2)C1 (stereo unspecified) | 0% |
| O=C(Cn1cnc2ccccc2c1=O)Nc1nnc(SCc2ccc(Cl)cc2)s1 | 6% |
| COc1ccc(NC(=O)c2oc3ccccc3c2NC(=O)c2cc(=O)c3c(C)cc(C)cc3o2)cc1 | 8% |
| CCCCN(C)CC(O)Cn1cc(/C=C/C(=O)c2ccc(OCC)cc2)c2ccccc21 (stereo unspecified) | 1% |
| Cc1nn(-c2ccccc2)c2nc(C(Cl)(Cl)Cl)[nH]c(=O)c12 | -3% |
| CCc1ccc(N2CC(c3nnc(NC(=O)c4ccco4)s3)CC2=O)cc1 (stereo unspecified) | -9% |
| CCC(=O)N1CCN(c2ccc(NC(=O)c3ccc([N+](=O)[O-])o3)cc2)CC1 | -8% |
| CC(C)c1nn2c(=O)cc(COC(=O)c3ccccc3NC(=O)c3cccs3)nc2s1 | 2% |
| COc1ccc(NC(=O)C2(S(=O)(=O)c3ccc(C)cc3)CC2)cc1OC | -14% |
| C[C@H](O)[C@@H]1CN2CCc3c([nH]c4ccc(-c5ccc6c(c5)OCO6)cc34)[C@@H]2C[C@@H]1N(C)C(=O)Nc1ccc(F)cc1 | -19% |
| CC(=O)Nc1sc2c(c1C(c1ccncc1)N1CCOCC1)CCCC2 (stereo unspecified) | -1% |
| Cc1cccc(-c2nc(CS(=O)CC(=O)NC3CCCC(C)C3C)c(C)o2)c1 (stereo unspecified) | 3% |
| CC(=O)NC(Cc1ccccc1C)C(=O)NC1CCN(c2nnnn2-c2ccccc2)CC1 (stereo unspecified) | -10% |
| CN(c1ccccc1)S(=O)(=O)c1cccc(NC(=O)c2cc3ccccc3oc2=O)c1 | -16% |
| CC(C)N(Cc1ccccc1)c1ncnc2c1nnn2C | -13% |
| CC(C)c1ccc(OCC(=O)N(Cc2ccc(N(C)C)cc2)C2CCS(=O)(=O)C2)cc1 (stereo unspecified) | 1% |
| COc1cccc(CC(O)CC2c3c(cc4c(c3OC)OCO4)CCN2C)c1 (stereo unspecified) | 3% |
| COc1cc(Cl)c(NC(=O)CN(C)S(=O)(=O)c2ccc3c(c2)CCCC(=O)N3)c(OC)c1 | 7% |
| CCC1CN(C(=O)N2CCC(C(=O)NCc3ccccc3F)CC2)c2ccccc2O1 (stereo unspecified) | -10% |
| CCC1Oc2ccccc2N(CC(=O)NC2CCCCC2)C1=O (stereo unspecified) | -7% |
| CCCCC(NC(=O)c1cccc(Br)c1)C(=O)O (stereo unspecified) | 7% |
| CC1=C(C(=O)N(C)C)CC(CC(=O)NCCN2CCOCC2)C(=O)N1Cc1ccc(C(C)(C)C)cc1 (stereo unspecified) | -3% |
| COc1ccc(CNC(=O)C2CCN(S(=O)(=O)c3ccc4c(c3)CCCN4C(C)=O)CC2)cc1 | 7% |
| COc1ccccc1-c1nc2c(c(SCC(=O)Nc3c(C)cc(C)cc3C)n1)Cc1c(CO)cnc(C)c1O2 | 0% |
| CC(C)CC1C(=O)N(Cc2cn(Cc3ccco3)nn2)CCS(=O)(=O)N1Cc1ccc(-c2cccc(CO)c2)cc1 (stereo unspecified) | -3% |
| CCOc1ccc(C(=O)NCC(c2ccc(Cl)cc2)N2CCCCC2)cc1 (stereo unspecified) | 6% |
| O=C(Nc1nnc(SCc2cc(=O)n3cc(Cl)ccc3n2)s1)c1cccc(F)c1 | 0% |
| O=C(NCCO)Nc1ccc(Cl)cc1 | -4% |
| COc1ccccc1-c1nnc(C2CCN(C(=O)c3ccccc3C)CC2)o1 | 7% |
| O=c1onc(-c2ccccc2)n1Cc1ccc([N+](=O)[O-])cc1 | 3% |
| CC1CN(C(c2ccco2)c2sc3ncnn3c2O)CC(C)O1 (stereo unspecified) | 1% |
| CC1CCc2nc3ncn(Cc4cccc(F)c4)c(=O)c3cc2C1 (stereo unspecified) | 14% |
| O=C(O)c1cccc2c1/C(=N/O)c1ccccc1-2 | -19% |
| Cc1cccc(-n2ncc3c(N4CCN(c5ccccc5)CC4)ncnc32)c1 | -2% |
| Cc1oc(-c2ccc(Cl)cc2)nc1CN1CCCC(C(=O)NCc2ccccc2)C1 (stereo unspecified) | -9% |
| COc1cccc(C2c3c(oc4ccc(F)cc4c3=O)C(=O)N2CCN2CCOCC2)c1OC (stereo unspecified) | 0% |
| CCCCN(CCCNC(=O)c1c(C)oc2nc[nH]c(=O)c12)Cc1ccccc1 | 1% |
| O=C(Cc1csc(NC(=O)Nc2cccc(Cl)c2)n1)NCc1cccnc1 | -2% |
| O=C(NCC(c1cccnc1)N1CCc2ccccc21)c1ccc(F)cc1 (stereo unspecified) | 4% |
| CCC(=O)N1CCc2cc(CNS(=O)(=O)c3ccc(C(C)C)cc3)ccc21 | 5% |
| O=C(CCNC(=O)c1ccc(Br)cc1)Nc1ccc(S(=O)(=O)Nc2ncccn2)cc1 | -4% |
| CC1(C)Cc2cccc(OCC(=O)Nc3ccccc3F)c2O1 | 10% |

Not all compounds are listed, so the mix of outcomes need not match the whole.
